ALOX12 inhib = blocks human 12-lipoxygenase activity | P18054 | purified 12-hLO, xylenol orange hydroperoxide absorbance | Potency, µM (doses to about 57.1 µM), without a hit: at the top dose activity change, negative = inhibition, actives largely listed as inhibitors | 150,000 compounds, 0.12% hits | AID 1452; further: potency means the concentration at half of the fitted maximal effect; nearly all actives have a fitted effect of over 55% in size; many of its hits are not listed in these tables
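Lipoxygenase turnover measured by absorbance at 573 and 405 nm after Fe-XO development. Human 12hLO 150 nM, arachidonate 40 uM, pH 7.0 Hepes buffer with detergent; 15 min compound preincubation, 30 min reaction.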
ALOX15B inhib = inhibitors of human 15-lipoxygenase 2 (ALOX15B). O15296. purified 15hLO-2, xylenol orange hydroperoxide absorbance. Potency, µM (doses to about 57.1 µM), for inactives: at the highest dose activity change, negative = inhibition, actives largely listed as inhibitors. 110,000 compounds, 0.56% hits; further: potency means the concentration at half of the fitted maximal effect; nearly all actives have a fitted effect of over 60% in size; many of its hits are not listed in these tables
Target sequence (O15296 whole entry, looked up): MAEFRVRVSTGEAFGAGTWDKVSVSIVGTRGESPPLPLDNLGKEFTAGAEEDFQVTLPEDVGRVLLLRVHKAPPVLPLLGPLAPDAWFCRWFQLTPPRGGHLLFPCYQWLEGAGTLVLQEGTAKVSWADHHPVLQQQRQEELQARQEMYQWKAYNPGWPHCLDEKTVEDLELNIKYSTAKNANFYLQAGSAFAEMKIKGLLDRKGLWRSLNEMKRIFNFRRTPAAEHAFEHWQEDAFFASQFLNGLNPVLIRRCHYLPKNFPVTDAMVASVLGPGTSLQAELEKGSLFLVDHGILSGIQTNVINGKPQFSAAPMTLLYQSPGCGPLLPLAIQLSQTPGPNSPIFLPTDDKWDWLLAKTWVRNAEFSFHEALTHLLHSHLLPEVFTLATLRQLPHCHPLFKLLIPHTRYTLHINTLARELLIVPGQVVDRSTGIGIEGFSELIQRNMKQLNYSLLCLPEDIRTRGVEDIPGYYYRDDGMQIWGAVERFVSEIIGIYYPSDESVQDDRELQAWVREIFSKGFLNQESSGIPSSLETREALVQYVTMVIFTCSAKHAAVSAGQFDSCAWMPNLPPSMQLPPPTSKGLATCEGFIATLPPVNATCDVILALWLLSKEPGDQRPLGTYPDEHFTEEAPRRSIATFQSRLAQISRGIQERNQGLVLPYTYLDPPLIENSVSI
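Read-out: hydroperoxide product oxidises ferrous iron, measured as xylenol orange complex via the 573-to-405 nm absorbance ratio after 30 min. Reaction: 50 nM enzyme, 15 min compound preincubation, 45 uM arachidonic acid, 90 min RT, Hepes pH 7.5 with Triton X-100.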
PNC assembly inh = inhibitors of perinucleolar compartment assembly | 140,000 compounds, 3.1% hits | activity change (PNC), negative = inhibition, % at 10 µM | PC3M PTB-GFP, PNC prevalence imaging, 16 h; stronger effect = lower value;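 active means readout at or below -70, meaning at least 70% loss of cells showing the perinucleolar compartment, a nuclear body marking cancer cells; inconclusive means readout between -30 and a set limit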;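 further: plate controls were DMSO wells for no effect and camptothecin positive control wells for full effect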
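PC3M cells stably expressing PTB-GFP, 750–1000 cells/well, treated 16 h at 37 °C with compound (23 nl of library stock), in duplicate. After paraformaldehyde fixation and Hoechst stain, imaged at 20x; PNC prevalence scored by image analysis.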
IMPase inh = membrane-permeable compound that blocks inositol monophosphatase | P97697 | CHO-M1 cells, IP1 accumulation, HTRF TR-FRET ratio | inhibition (IP1 accumulation), % at 46.1 µM | 120,000 tested, under 10 active; active means well fitted curve in the direction sought with a large enough effect in the signal ratio, not every such curve was filed as active; inconclusive means small, poorly fitted or top-dose-only effect, or a change in a side signal; inactive means no such curve, though single readings can be large or run the other way; the % refers to the signal ratio;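 further: cells stimulated with carbachol in lithium chloride buffer; plate controls were DMSO basal wells for no effect and reference inhibitor wells for full effect; higher means more IMPase inhibition seen as more IP1 and lower FRET ratio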
Target sequence (P97697 whole entry, looked up): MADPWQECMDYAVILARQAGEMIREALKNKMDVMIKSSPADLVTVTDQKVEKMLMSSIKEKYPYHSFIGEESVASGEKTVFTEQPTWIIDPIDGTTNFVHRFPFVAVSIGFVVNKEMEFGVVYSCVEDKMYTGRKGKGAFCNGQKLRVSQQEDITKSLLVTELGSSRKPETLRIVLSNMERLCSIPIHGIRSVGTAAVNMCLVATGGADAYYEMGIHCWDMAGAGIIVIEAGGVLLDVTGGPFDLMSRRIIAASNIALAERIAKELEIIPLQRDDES
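Elevated IP1 in lysates lowers TR-FRET signal (665/620 ratio and 620 channel reported). Cells were CHO-M1, given carbachol (50 uM as added) plus 50mM LiCl, pH 7.4, 30 min, 37C; compounds titrated up to 46 uM; AC50 by Hill equation.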
* hit, by the source's call; ? = inconclusive; · = no result given; [ ] = another dose, or the depositor's remark. Unless noted, the call rests on the fitted dose curve; in most records, active means well fitted curve in the direction sought with a large enough effect; inconclusive means small, poorly fitted or top-dose-only effect, or another doubt; inactive means no such curve, though single readings can be large; an effect the other way counts as inactive or inconclusive. Unless noted, on the % scale 0 is the no-effect control and ±100 the full control effect.

Start of the data: the first two entries as a preview:
SMILES	ALOX12 inhib	ALOX15B inhib	PNC assembly inh	IMPase inh
CCCNC(=O)NC1C(NC(=O)NCCC)N(C)C(=O)N1C (stereo not drawn)	2%	4%	?	-4
CCCCn1c(SCc2nc3ccccc3s2)nc2ccccc2c1=O	1%	·	14	-4

Main list, from the start:
SMILES	ALOX12 inhib	ALOX15B inhib	PNC assembly inh	IMPase inh
CCCNC(=O)NC1C(NC(=O)NCCC)N(C)C(=O)N1C (stereo not drawn)	2%	4%	?	-4
CCCCn1c(SCc2nc3ccccc3s2)nc2ccccc2c1=O	1%	·	14	-4
COc1ccc(/C=C/C(=O)OCC(=O)Nc2ccc(C)cc2)cc1S(=O)(=O)N1CCOCC1	2%	·	34	·
Cn1c(=O)c2c(c3ccccc31)OC(C)(C)CC2	1%	·	-4	·
CN(C)S(=O)(=O)Oc1ccccc1C(=O)Nc1cccc(C(F)(F)F)c1	-7%	6%	51	1
COc1ccc(-c2oc(NC(=O)CCl)c(C#N)c2-c2ccc(OC)cc2)cc1	-3%	?	25	-8
CCCCN(C)Cc1c(C)[nH]c2ccc(C)cc2c1=O	-1%	6%	?	4
CC(C)CN(CC(C)C)C(=O)CS(=O)(=O)Cc1ccccc1	-2%	13%[11.4 µM]	14	4[1.84 µM]
COc1ccc(C2C(C(=O)N3CCOCC3)=C(C)NC3=C2C(=O)CC(C)(C)C3)cc1O (stereo not drawn)	-2%	-4%	?	15
CC(=O)NC1C(=O)N=C(SCC(=O)NC(C)c2ccccc2)NC1=O (stereo not drawn)	4%	11%	85	1
N#C/C(=C\c1ccc(OCc2ccccc2)cc1)C(=O)Nc1nc2c(s1)CCN(Cc1ccccc1)C2	1%	-9%	29	1
CC(C(=O)Nc1ccccn1)N1C(=O)C2C3C=CC(C3)C2C1=O (stereo not drawn)	-4%	9%	-8	0
CCOc1ccc(Oc2c(/C=N/NC(=O)COc3ccccc3OC)c(C)nn2-c2ccccc2)cc1	0%	·	?	·
O=C1c2ccccc2C(=O)N1CCC(c1ccc(F)cc1)c1ccco1 (stereo not drawn)	-14%	8%[2.29 µM]	25	2
CC1CC1C(=O)OCC(=O)NCc1ccccc1Cl (stereo not drawn)	3%	5%	30	-4
CCOC(=O)n1ccn(C)c1=S	-2%	9%	·	-7[20.6 µM]
COc1cccc(/C=C/C(=O)OCC(=O)NCC2CCCO2)c1 (stereo not drawn)	5%	·	-28	·
CCCCCn1c(CNC(=O)COC)nc2ccccc21	-2%	5%	18	13
Cc1ccsc1-c1nc(-c2ccccc2)c(-c2ccccc2)[nH]1	0%	4%	7	8
CCN(CC)S(=O)(=O)c1ccc2c(c1)nc(CCC(=O)OCC(=O)N1CCc3ccccc31)n2C	2%	·	47	11
CCN(Cc1ccccc1)C(c1ccc(Cl)cc1)c1nnnn1C(C)(C)C (stereo not drawn)	-1%	3%	-12	3
CC#CCCc1nc2ccccc2c(=O)n1N	2%	·	83	·
O=C(CSc1nnc(COc2cccc3ccccc23)o1)N1CCN(C(=O)c2ccco2)CC1	-1%	·	?	·
O=C1CCC(c2ccccc2)N1C(=O)c1cccnc1 (stereo not drawn)	2%	·	282	-9
Clc1ccc(-c2nnc3cccc(Cl)n23)c(Cl)c1	-6%	-7%	?	11
O=C(COC(=O)c1ccc(S(=O)(=O)NCc2ccco2)cc1)NCC1CCCCC1	0%	-3%	-14	0
c1ccc(C2C3=C(CCCC3)Nc3ncnn32)cc1 (stereo not drawn)	-1%	3%	9	-2
O=C(CSc1nncn1-c1cccnc1)N1CCOCC1	-4%	·	8	·
O=C(CC(=O)c1ccccc1)c1ccccc1	-3%	2%	·	·
COc1ccc(-c2nnc(SCC(=O)Nc3cc(S(=O)(=O)N4CCCCC4)ccc3Cl)n2N)cc1	4%	·	45	·
CCCS(=O)(=O)N1CCC(C(=O)NCC2CCCO2)CC1 (stereo not drawn)	2%	1%	27	6
COc1cc(C(=O)NCC(C)C)c([N+](=O)[O-])cc1OC	-2%	-1%	?	17
O=C(O)c1ccccc1-c1ccccc1C(=O)Nc1ccc2c(c1)[nH]c(=O)c1ccccc12	7%[11.4 µM]	-1%[11.4 µM]	·	·
Cc1c(/C=N/NC(=O)c2ccccc2O)c2ccccn2c1C(=O)c1ccc(F)cc1	-4%	·	34	·
O=C(Nc1nccs1)C1CCCN(S(=O)(=O)c2cccnc2)C1 (stereo not drawn)	1%	4%	?	8
O=C(Nc1cnccn1)C1c2ccccc2Oc2ccccc21	-2%	-5%	35	-4
CCOC(=O)c1sc(NC(=O)CSc2nc(-c3ccco3)cc(C(F)(F)F)n2)c(C(=O)OC)c1C	0%	4%	100	7
CC(C)(C)c1ccc(C(=O)N2CCC(=O)N(C(CO)Cc3ccccc3)CC2)cc1 (stereo not drawn)	0%	·	20	·
CC(Nc1ccc(Cl)cc1)c1cc(Cl)ccc1O (stereo not drawn)	-15%	·	-8	3
CCCNCc1cc(Br)ccc1OCC(=O)NCCc1ccccc1	-1%	·	3	·
COc1cc(NC(=O)c2cccc(C)c2)c(Cl)cc1[N+](=O)[O-]	0%	·	10	·
COc1ccc(Cl)cc1-c1nc(SCC(=O)NCCN2C(=O)CSC2=O)n[nH]1	3%	·	-13	·
COc1ccc(CC(=O)OCC(=O)NC(=O)NC23CC4CC(CC(C4)C2)C3)cc1	4%	18%	-25	-7
CCOC(=O)CSC1=C(C#N)C(c2ccco2)C(C(=O)Nc2cccc(C(F)(F)F)c2)=C(C)N1 (stereo not drawn)	-11%	-14%	?	-5
O=C(O)CCCN1C(=O)/C(=C/c2ccc(-c3nc4ccccc4s3)o2)SC1=S	2%	16µM*	41	4
CN(C(=S)Nc1ccc(SC(F)F)cc1)c1ccc(O)cc1	-27%	·	13	18
COc1ccc2nc(Nc3nc(C)c(C(C)=O)s3)sc2c1	-19%	-9%	45	13
CC(=O)N(c1ccccc1)c1c(F)c(F)c(F)c(F)c1F	2%	10%	-22	-2
O=C(COC(=O)c1ccc(F)cc1)Nc1ccccc1N1CCOCC1	2%	·	8	·
COc1ccc(C(=O)N(CC2CCCO2)C(C(=O)NC2CCCC2)c2ccc(C)cc2)cc1OC (stereo not drawn)	2%	-13%[11.4 µM]	-23	-5[1.84 µM]
O=C(Cn1cc([N+](=O)[O-])cn1)Nc1nc2ccccc2s1	2%	-2%	?	1
Cn1nc(-c2ccccc2)c(C(O)c2ccc(Cl)cc2)c1Cl (stereo not drawn)	1%	2%	?	5
CCC(C)(C(=O)NC1CCCCC1)N(Cc1ccco1)C(=O)c1ccccn1 (stereo not drawn)	2%	-3%	26	3
Cc1ccccc1C(=O)N1CCN(c2nc(N3CCOCC3)nc(N3CCOCC3)n2)CC1	1%	-5%	8	3
Cc1ccc2cc(CCNC(=O)c3ccco3)c(=O)[nH]c2c1C	1%	·	?	3
CC(CCO)Nc1nc2c([nH]1)c(=O)n(C)c(=O)n2C (stereo not drawn)	9%	-3%	-14	5
O=C(Nc1nccs1)c1nc(-c2ccccc2)n(-c2ccccc2)n1	1%	0%	-28	2
N#Cc1nc(Cc2ccccc2)oc1N1CCN(c2cccc(Cl)c2)CC1	-8%	-12%	-15	?
c1cncc(-c2nc(NCc3ccco3)c3ccccc3n2)c1	-2%	-10%[11.4 µM]	?	-10[1.84 µM]
O=c1oc2cc(O)c(Cl)cc2c2ccccc12	-1%	·	-6	·

Whole records as entered above:
`O=C(Nc1nccs1)c1nc(-c2ccccc2)n(-c2ccccc2)n1` across the screens: ALOX12 inhib: 1%; ALOX15B inhib: 0%; PNC assembly inh: -28; IMPase inh: 2
`CCC(C)(C(=O)NC1CCCCC1)N(Cc1ccco1)C(=O)c1ccccn1` (stereo not drawn) across the screens: ALOX12 inhib: 2%; ALOX15B inhib: -3%; PNC assembly inh: 26; IMPase inh: 3
`CC(CCO)Nc1nc2c([nH]1)c(=O)n(C)c(=O)n2C` (stereo not drawn) across the screens: ALOX12 inhib: 9%; ALOX15B inhib: -3%; PNC assembly inh: -14; IMPase inh: 5

(list continues)
SMILES	ALOX12 inhib	ALOX15B inhib	PNC assembly inh	IMPase inh
COc1cc(C)c(CNc2ccc(OC)c(OC)c2)cc1C	-10%	-20%	0	8
Cn1cc(S(=O)(=O)N2CCC(Cc3ccccc3)CC2)c(=O)n(C)c1=O	4%	1%	22	-1
CCn1cc(C(=O)NCc2ccc3c(c2)OCO3)c2cc(OC)c(OC)cc2c1=O	-9%	14%	3	-2
CCNc1cccc2c1C(=O)N(C)C2=O	3%	-6%	-1	-4
CCOCCCNC(=O)c1cn(C)c(=O)c2cc(OC)c(OC)cc12	6%	1%	?	1
COC(=O)N/C(C)=C1/NC(=O)c2ccccc2C(c2ccccc2)N1 (stereo not drawn)	-3%	-3%	-29	-2
CC1(C)SC(=S)N(/N=C/c2ccc(O)cc2)C1N(O)C(=O)Nc1ccc([N+](=O)[O-])cc1 (stereo not drawn)	?	-10%	-21	2
COc1ccc2c3c(c(=O)oc2c1OCC(N)=O)CCCC3	0%	3%	?	0
CCN(Cc1ccccc1)CC(O)COc1ccccc1 (stereo not drawn)	-1%	10%	-2	5
CC1=CC(=C(C#N)c2nc3ccccc3s2)C=C(C)N1c1ccc(F)cc1	-2%	·	39	0
N#C/C(=C\c1c[nH]c2ccccc12)C(=O)c1ccc(O)c(O)c1	4µM*	-29%	·	10
CN(C)c1nc(SCCOC(=O)COc2ccc(Cl)cc2Cl)nc(N(C)C)n1	-9%	17%	29	3
CCN(CC)CCNc1ncnc2c1[nH]c1ccc(OC)cc12	-12%	-6%	?	5
Cc1ccc(/C=C2\Oc3cc(OC(=O)N4CCOCC4)ccc3C2=O)cc1	-4%	·	?	-6
c1ccc(CSCc2ccccc2)cc1	-1%	-7%	·	·
Cc1ccc2nsnc2c1S(=O)(=O)N(Cc1ccco1)Cc1cc2ccc(C)c(C)c2[nH]c1=O	-10%	26%	-82*	6
CC(C)(C)C1=CC(=Nc2ccccc2N)C=C(C(C)(C)C)C1=O	-2%	·	7	·
Cc1ccc(S(=O)(=O)C(C#N)c2nc3ccccc3nc2N2CCN(C)CC2)cc1 (stereo not drawn)	-1%	·	-29	·
COc1ccc(C2CC(c3ccccc3)=NN2S(=O)(=O)c2ccc(C)cc2)c(OC)c1 (stereo not drawn)	-3%	·	-15	·
CC(=O)Nc1cccc(OC(=O)N2CCOCC2)c1	-2%	-1%	?	13
O=S(=O)(c1ccccc1)c1nc(-c2ccco2)oc1NCc1ccccc1	-5%	?	-10	6
Cc1ccc(C(=O)Oc2coc(CSc3nnc(NC(=O)c4cccs4)s3)cc2=O)cc1	-3%	·	-26	·
COc1ccccc1/C=N/n1cnnc1	5%	-1%	?	5
CN(C)c1ccc(CNc2ccc3c(c2)ncn3C)cc1	5%	39%[activator]	36	4
Cc1ccc(Cn2nnc3c(=O)[nH]c(C(=O)NCc4ccco4)nc32)cc1	-7%	-5%	32	-12
O=S(=O)(c1ccccc1)N(Cc1nc(-c2ccccc2)no1)C1CCCCC1	1%	-1%	28	-4
COc1ccc(S(=O)(=O)N(Cc2cc3cc(C)ccc3[nH]c2=O)CC2CCCO2)cc1 (stereo not drawn)	-3%	1%	40	4
O=c1oc2ccccc2c2c1SC(C(F)(F)F)C2 (stereo not drawn)	-4%	3%	-27	?
CC1=C(C(=O)OCc2ccccc2)C(C2CCCCC2)NC(=O)N1CCCCCC(=O)O (stereo not drawn)	-1%	-19%	·	·
Cc1ccccc1Oc1cccc(C(=O)/C(C#N)=C/N(C)C)c1	19%	-2%	47	-1
Cc1ccc(-c2nnn(CC(=O)N(CC(=O)NC3CCCC3)c3ccc(F)c(Cl)c3)n2)o1	5%	·	-24	6
COc1ccccc1-c1cc(N)n(S(=O)(=O)c2ccc(F)c(C)c2)n1	-5%	·	?	1
